# High-throughput results: PubChem, several laboratories
# Dynein transport: dynein cargo transport inhibition. 3617.4 mouse cells, GR-EGFP nuclear translocation imaging; test concentration mostly 20 µM; stimulated with dexamethasone, 1 µM; active compounds read low. z-score, hits read low. actives 0.47% (n = 220,000);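 active = plate z-score of nuclear minus cytoplasmic receptor signal below a set negative limit, without overly bright fluorescence or cell loss, cut at about -3.5 in these data, passing the limit was not always enough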;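 note: z-score of nuclear minus cytoplasmic ring GR-EGFP intensity difference per well; some compounds called inactive have numbers as strong as hits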
#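 Buffer or medium: tet-free, stripped-serum medium; Also added: dexamethasone, 1.0 µM final; Technique: high-content fluorescence imaging after fixation; Times: 48 h induction, 1 h compound, 30 min dex at 37 °C; Read-out: per-cell GR-EGFP intensity, nucleus versus surrounding cytoplasmic ring, well-averaged.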
# Ins promoter up: MIN6 insulin promoter up-regulation; MIN6 insulin promoter-GFP reporter, high-content imaging; active compounds read high; AID 1625; actives 0.3% (n = 190,000); z-score at 5 µM;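 active = z-score above 3 at 5 µM with at least 500 cells counted in the well; inconclusive = wells under 500 cells, flagged as cytotoxic or low count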
# bCat nuc transl: beta-catenin nuclear translocation modulation; HeLa beta-catenin nuclear translocation, immunofluorescence imaging; nuclear translocation activity, % at 5 µM; actives 0.3% (n = 190,000); AID 1665;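 active = nuclear translocation activity above 50% at 5 µM, with a well cell count of 50 or more; inconclusive = wells under 50 cells across six images, flagged as toxic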;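 note: per-cell ratio of nuclear to cytoplasmic median beta-catenin stain intensity; plate controls were DMSO negative control for no effect and GSK-3 inhibitor IX positive control for full effect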
#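 Test system: human HeLa cells, native beta-catenin. Compound dosing: 5 µM primary single dose, 0.1% DMSO, 0.02–20 µM confirmation series. Incubation: compound exposure 24 h at 37°C. Detection: beta-catenin immunostaining with DAPI counterstain, 20x imaging, 6 fields/well. Read-out basis: Nuclear/cytoplasmic beta-catenin signal ratio, % activation.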
# Yfh1-off respiration: mitochondrial function rescue without frataxin homolog – Friedreich's ataxia, plus single-dose screen, dose response (AID 1465); S. cerevisiae Yfh1-off respiration, WST-1 reduction, 72 h; higher fold induction means a stronger effect; fold induction at 50 µM; hits with a dose series show EC50 in µM; actives 0.074% (n = 220,000);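 active = fold induction of absorbance versus untreated yeast above a set limit, then at least 30% activation at any dose in follow-up; inconclusive = repeats straddling the limit, or above it without dose testing; inactive = fold induction below the set limit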;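 note: activators that raise dye reduction in frataxin-depleted yeast; strong numbers were not always called active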
# MT stabilizer: microtubule stabilization, imaging screen; actives 0.83% (n = 200,000); HeLa tubulin immunostaining HCS, 24 h; share of cells brighter than vehicle mean+2SD; % tubulin-high responders, % at 10 µM; AID 2205;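 active = plate Z-score above 3 for both tubulin-high and condensed-nucleus cell shares, with cell loss under 80%, at 10 µM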;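 note: anti alpha tubulin signal scored within the nucleus-defined area of each cell; some results filed as inactive read as strong as hits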
# HIV fusion peptide: inhibitors of HIV fusion peptide binding, primary screen, biochemical, uHTS, fluorescence dequenching (AID 1986). cell-free peptide binding, fluorescence dequenching, 30 min; higher % means a stronger effect. inhibition, % at 20 µM, or IC50 in µM where a hit was titrated. actives 0.3% (n = 290,000); in the data active = inhibition mostly above about 52%, no sharp cut-off; inactive = mostly below about 76%; note: some results filed as inactive read as strong as hits
# Autophagy mod: alters autophagy in cells | MEF GFP-LC3 puncta imaging; test concentration mostly 10 µM | actives 0.98% (n = 190,000) | calls only at 10 µM (by protocol) | AID 463193;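 active = percentage of spot-positive cells more than 3 SD above its plate mean, without a fluorescence outlier flag or 80% toxicity; inconclusive = no clear call, values can overlap the other calls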;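 note: spot-positive cell cutoff set from DMSO-treated cells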
# WT yeast gro inh: growth inhibition of WT yeast, mitochondrial fusion screen. mitochondrial fusion phenotypic screen, WT strain. inhibition, % at 10 µM. actives 2.1% (n = 190,000); in the data active = inhibition above about 58%; tested in S. cerevisiae
# AID2073: inhibitors of Mint1-CaV2.2 protein interaction, biochemical, HTRF (AID 2073) | HTRF protein-protein interaction, Mint1-CaV2.2; higher % means a stronger effect | inhibition, % at 20 µM; hits with a dose series show IC50 in µM | actives 0.19% (n = 290,000); in the data active = inhibition mostly above about 51%, no sharp cut-off; inconclusive = no clear call, values can overlap the other calls; inactive = mostly below about 53%; note: some results filed as inactive read as strong as hits
# WT yeast gro inh mutant strain: further read-out of WT yeast gro inh, marked with its call; inhibition, %; mitochondrial fusion phenotypic screen, mutant strain inhibition
# Dynein transport cytoplasmic EGFP: recorded beside Dynein transport, whose call it bears; z-score; measured here: cytoplasmic GR-EGFP intensity; active compounds read high
# Dynein transport nuclear GR-EGFP: recorded beside Dynein transport, whose call it bears; z-score; measured here: nuclear GR-EGFP intensity;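 lower value marks the stronger effect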
# Dynein transport cell count: recorded beside Dynein transport, whose call it bears; z-score; measured here: cell count per field
# Ins promoter up cell count: second read-out of Ins promoter up, no call of its own (marks repeat the call); cell count; measured here: cytotoxicity, nuclei count;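 total cells summed across four imaged fields per well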
# bCat nuc transl cell count 5 µM: also measured in bCat nuc transl; calls as there; cell count; measured here: cell count, cytotoxicity flag
# MT stabilizer Hoechst-high %: further read-out of MT stabilizer, marked with its call; % Hoechst-high responders; measured here: nuclear condensation Hoechst responders;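 share of cells brighter than vehicle mean plus two SD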
# MT stabilizer cytotoxicity %: further read-out of MT stabilizer, marked with its call; toxicity, %; measured here: cytotoxicity by cell density;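 0% = mean cell density of plate MIN control wells and 100% = no cells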
# Autophagy mod cell loss 18 h: recorded beside Autophagy mod, whose call it bears; toxicity, %; measured here: cell loss, nuclei count;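 cell loss after 18 h compound exposure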
# Numbers without * were called inactive; i = inactive; ? = inconclusive; nt = no result given.
SMILES,Dynein transport,Dynein transport cytoplasmic EGFP,Dynein transport nuclear GR-EGFP,Dynein transport cell count,Ins promoter up,Ins promoter up cell count,bCat nuc transl,bCat nuc transl cell count 5 µM,Yfh1-off respiration,MT stabilizer,MT stabilizer Hoechst-high %,MT stabilizer cytotoxicity %,HIV fusion peptide,Autophagy mod,Autophagy mod cell loss 18 h,WT yeast gro inh,WT yeast gro inh mutant strain,AID2073
Cc1cc2nccc(-c3ccccn3)n2n1,-0.85,-0.35,-0.92,0.73,-0.05,1270,-0.2,1165,i,2.6,2.2,0.2,-1.2%,i,-5,-2,6,2%
CCC1c2ccc(C)n2CCN1C(=O)Nc1ccccc1OC (stereo not drawn),-0.043,-0.08,0.33,0.066,nt,nt,-1.0,1143,i,3.2,2.4,5.2,9.8%,i,3,-1,15,-8%
CCOc1cc(/C=N/NC(=O)c2cccnc2)ccc1O,0.91,0.23,0.55,-0.36,-0.01,1026,0.3,1210,i,nt,nt,nt,-1.6%,nt,nt,nt,nt,-2%
CCCOc1ccc(N)cc1N,0.98,0.61,0.97,-1.3,-0.53,1321,-1.9,911,nt,5.6,2.8,10,4.4%,i,6,14,11,46%
Cc1cc(C(=O)Cn2nnc3ccccc3c2=O)c(C)n1-c1c(C)n(C)n(-c2ccccc2)c1=O,-0.79,-0.2,-0.35,0.88,-0.14,1294,1.3,1114,i,1.8,1.1,4.9,0.0%,i,15,nt,nt,8%
CCOC(=O)CSc1nc2cc(C)ccc2cc1C#N,-0.6,0.46,-0.27,0.95,0,1637,0.3,1330,i,3.2,3.3,5.0,-1.1%,i,-2,11,6,14%
COc1ccc(C(C)=O)cc1CSc1nnc2c(Cl)cc(Cl)cn12,-0.71,-0.24,0.29,0.24,-0.53,1459,3.7,1041,i,4.3,2.3,13,-0.7%,i,3,-2,-7,0%
O=c1c(CN2CCN(Cc3ccccc3)CC2)coc2ccc(Cl)cc12,-1,-0.19,-0.29,0.8,0.11,1321,-0.7,1079,i,0.9,1.8,36,2.2%,i,-6,10,13,16%
CS(=O)(=O)Nc1ccc(C(=O)Nc2cccc([N+](=O)[O-])c2)cc1,0.076,-0.044,0.057,-0.21,0.42,1143,-1.0,1052,i,3.8,1.4,2.3,-0.9%,i,35,-8,1,3%
Cc1ccc(S(=O)(=O)N2CCOC2CNC(=O)C(=O)NCCc2ccccc2)cc1 (stereo not drawn),-0.18,-0.28,0.51,0.039,0.6,1060,0.6,1298,i,nt,nt,nt,0.5%,nt,nt,nt,nt,1%
CCC(/C=C1\Sc2ccc(OC)cc2N1CCO)=C\c1sc2ccc(OC)cc2[n+]1CCO,2.1,-0.14,0.67,-1.4,-0.81,557,nt,nt,i,71,2.1,2.7,8.0%,i,11,84*,63*,14%
COc1ccccc1NC(=O)CN1CCC(n2nnc3cc(F)ccc32)CC1,-0.55,-0.38,-0.45,0.43,-0.37,907,-4.9,1163,i,2.5,2.6,4.2,18%,i,-2,44,46,6%
COC(=O)CSc1nnc(-c2cccnc2)o1,0.9,-0.056,0.79,-0.99,0.2,1756,-0.2,1071,i,2.8,1.7,5.6,-0.8%,i,5,-1,-7,1%
O=C(Nc1ccc(Br)cc1)c1ccc(Br)c(S(=O)(=O)Nc2cccnc2)c1,0.68,-0.23,0.5,-0.55,0.17,1426,-3.7,1024,i,5.2,1.4,12,6.3%,i,3,-12,3,5%
COc1ccc(-n2nnc3c(=O)n(CC(=O)N4CCCc5ccccc54)cnc32)cc1,0.19,-0.24,0.43,0.76,0.31,1859,0.3,980,i,2.3,3.1,13,1.0%,i,1,18,1,3%
Cc1cc(C(F)(F)F)nn1CC(=O)Nc1cccnc1,-0.72,-0.21,-0.14,1.1,nt,nt,nt,nt,nt,5.0,2.8,3.1,3.5%,i,-18,10,-6,36%
COc1cc(/C=N/NC(=O)c2ccc3nc[nH]c3c2)cc(OC)c1OC,-0.21,-0.27,-0.5,0.45,0.13,1415,-2.9,1281,i,nt,nt,nt,-2.1%,nt,nt,nt,nt,17%
Cc1cc(OCC(=O)N(C)C2CCCCC2)ccc1Cl,-0.8,-0.22,-0.42,1.1,-0.36,1318,-0.6,1078,i,3.0,2.1,2.2,0.8%,i,-24,16,13,-2%
CCOC(=O)NCN1C(=O)C2C3C=CC(C3)C2C1=O (stereo not drawn),-0.62,-0.17,-1.1,0.12,0.36,1584,0.7,1276,i,3.2,1.4,8.1,-3.2%,i,0,-2,2,-8%
c1ccc(-c2ccc(SCc3cccnc3)nn2)nc1,-0.17,-0.28,-0.27,0.47,-0.69,1160,0.3,1091,42µM*,3.5,1.5,5.0,-0.7%,i,2,5,1,1%
COc1ccccc1N1CCN(C(=S)Nc2ccc3nc(N4CCOCC4)cc(C)c3c2)CC1,1.2,-0.098,0.56,-0.72,1.5,1211,-0.8,1117,i,3.8,0.8,1.1,-6.7%,i,11,35,4,15%
N#Cc1c2ccccc2nc2ccccc12,0.028,-0.22,-0.011,-0.65,0.04,1448,-2.4,1121,i,nt,nt,nt,2.8%,nt,nt,nt,nt,9%
CCCCC/C(=N\NC(=O)Nc1ccccc1)c1ccccc1,0.21,-0.12,0.31,0.15,0.04,1291,nt,nt,i,2.2,2.5,4.6,2.4%,i,1,10,-5,21%
Cc1nc(N2CCOCC2)c2oc3ccccc3c2n1,-0.18,-0.24,0.077,0.16,-0.06,1217,0.0,701,i,2.4,1.2,5.1,0.3%,i,-4,32,29,22%
C/C(=N\Nc1ncc(Cl)cc1Cl)c1ccc(N2CCOCC2)cc1,1,-0.33,0.25,0.01,0.49,1208,0.5,1092,i,1.1,2.1,9.7,-2.7%,i,1,14,-8,-2%
CCOc1ccc(NC(=S)NCCCN2CCOCC2)cc1,-0.61,-0.33,-0.46,1,0.4,1199,-0.3,1159,i,1.5,3.0,9.5,-2.2%,i,9,-1,-7,?
O=C(c1ccc([N+](=O)[O-])cc1)N1CCSC1c1cccc(Cl)c1 (stereo not drawn),0.074,-0.25,0.22,-0.064,0.52,1091,nt,nt,i,1.6,3.2,3.0,2.7%,i,4,-12,-15,3%
CSc1nc(Cl)cc(N(CCO)CCO)n1,1.4,-0.15,0.52,-2.4,nt,nt,nt,nt,i,3.7,1.4,3.3,-1.2%,i,1,-21,12,-3%
Cn1c(=O)cc(OCCCC(=O)NCCCN2CCN(Cc3ccccc3)CC2)c2ccccc21,-0.43,-0.13,-0.4,1.2,-1.5,713,0.6,1500,i,1.8,1.1,6.3,-1.8%,i,-2,13,9,0%
CCn1c(CSCc2ccc(Cl)cc2)n[nH]c1=S,-0.58,-0.34,-0.054,1.1,-0.3,1236,-1.1,1107,i,11,1.5,6.3,-1.0%,i,-3,3,26,3%
Cc1cc(NC(=O)CCS(=O)(=O)c2nc(-c3ccccc3)cc(C(F)(F)F)n2)no1,nt,nt,nt,nt,1.6,1082,-3.8,1155,i,nt,nt,nt,-1.0%,nt,nt,5,6,-16%
COc1cc(/C=C/C(=O)C2C(=O)C=C(C)OC2=O)cc(OC)c1O (stereo not drawn),-1.6,-0.0019,-0.76,-0.019,-0.15,1262,2.9,1123,i,4.4,2.4,2.3,30%,i,7,4,-8,6%
N#Cc1ccc(CSc2ncnc3c2cnn3Cc2ccccc2)cc1,-0.19,-0.18,0.043,-0.17,-0.9,1127,-0.7,1016,i,1.1,2.3,11,16%,i,0,18,7,2%
Cc1cc(C)n(CCc2nc(-c3ccc(C(C)(C)C)cc3)cs2)n1,0.35,0.036,0.037,-0.021,0.23,1507,0.5,1042,i,7.2,2.6,0.6,4.1%,i,4,75*,25*,-8%
Cc1ccc(C(=O)Nc2nc(=O)n(C(=O)c3ccccc3C)s2)cc1,-0.61,-0.23,-0.14,0.2,-0.75,917,nt,nt,i,2.5,1.8,7.1,15%,i,9,-11,-3,-2%
O=C1CN(C(=O)c2ccc(F)c(S(=O)(=O)N3CCOCC3)c2)c2ccccc2N1,0.3,-0.25,0.63,-0.12,-0.47,1212,2.0,1052,i,5.0,3.0,8.0,-1.0%,i,-13,-9,8,6%
O=C1N=c2ccccc2=C1c1sc(=S)n(CC2CCCO2)c1O (stereo not drawn),-0.38,-0.15,0.053,0.26,0.05,960,nt,nt,?,2.9,1.8,6.1,0.6%,i,26,15,2,-4%
Cc1nc(NC(=O)c2ccc(OCC(C)C)cc2)sc1Cc1ccc2c(c1)OCO2,-0.27,-4.2e-05,0.44,1.1,-1.2,1359,0.3,1002,i,11,14,11,-0.8%,i,6,3,17,21%
CC(C)C(NS(=O)(=O)c1ccc2c(c1)OCCCO2)C(=O)O (stereo not drawn),-0.38,-0.25,-0.2,0.056,0.39,2379,-0.2,959,i,4.2,1.5,6.6,1.0%,i,12,-13,7,-1%
O=C(NCC(c1cccs1)N1CCOCC1)c1ccc([N+](=O)[O-])cc1 (stereo not drawn),-0.08,-0.25,-0.19,0.16,-0.6,1458,1.1,1050,i,2.1,3.1,8.0,1.5%,i,-1,-10,8,-4%
